# IEC-6 tox: cytotoxicity in IEC-6 intestinal epithelial cells, primary screen, cytotoxicity control for KLF5 inhibitor project, cell-based, luminescence; inhibition, % at 5 µM; 0.78% of 290,000 active; IEC-6 cytotoxicity, luminescence viability; in the data active means inhibition above about 22%;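 further: 0% = plate median of test compound wells and 100% = cytotoxic reference compound wells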
# Platelet DG rel: inhibitors of platelet dense granule secretion, primary screen, cell-based, MLPCN, human platelets; human platelet-rich plasma, SFLLRN dense granule ATP release, luminescence; inhibition, %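 (compounds screened at 7.5 µM in platelet-rich plasma)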; 0.22% of 300,000 active; AID 1663, 2009;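 active means mean replicate score, as percent of positive control, at or above 50; inconclusive means mean below 50 but at least one replicate at or above 50; inactive means mean and every replicate below 50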
# HSF1 inhib: HSF1 inhibitors in luciferase reporter cells, primary screen, cell-based, NIH3T3, luminescence. AID 2098, 2009. NIH3T3-HGL HSE-luciferase, MG132-induced, luminescence 8 h; stronger effect = lower value. 0.77% of 300,000 active. activity change, negative = inhibition, % at 7.5 µM (by protocol);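 active means more than half of replicate wells show activity change below -50%, luminescence cut by over half; inconclusive means some wells, but at most half, below -50%; inactive means no replicate well below -50%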;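 further: luciferase reports HSF-1 transcriptional activity via heat shock element; 0% = median of DMSO wells and -100% = zero luminescence signal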
# KLF5 inhibitor: KLF5 expression inhibitors, primary screen, DLD-1 cells, luminescence | DLD-1 KLF5 promoter-luciferase reporter | inhibition, % at 5 µM | 0.23% of 290,000 active | AID 1700, 2009;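 active means inhibition above a per-plate limit of that plate's mean compound inhibition plus 3 SD, cut at about 60% in these data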;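 further: 0% = DMSO wells and 100% = LY294002 at 200 µM; higher means less KLF5 promoter-driven luciferase light; inactives centre near -14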
# AI-2 QS mod: Vibrio harveyi AI-2 quorum sensing modulators, primary screen, JMH597 strain, luminescence/OD600 ratio; AID 2094, 2009; Vibrio harveyi JMH597 AI-2 luminescence/OD600 ratio, 9 h; stronger effect = lower value; strain lacks LuxN and CqsS sensors; 0 = neutral-control median; activity change, % at 7.5 µM; 0.4% of 300,000 active; in the data active means activity change below about -75%, passing the limit was not always enough; inconclusive means no clear call, values can overlap the other calls;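 further: luminescence divided by OD600 gain over 9 h not by final OD600 alone; inactives centre near 13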
# HSF1 activator: HSF-1 activators, primary screen, NIH3T3-HGL cells, MG132 stress, luminescence, single point; NIH3T3-HGL HSF-1 luciferase reporter, 8 h; 100% = twice DMSO control signal; activation, % at 9 µM; 1.7% of 300,000 active;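 active means mean replicate activation of at least 50% with a set share of replicates each reaching 50%; inconclusive means only one of those two conditions met; inactive means mean below 50% and too few replicates reaching it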;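 further: 0% = median of the neutral control wells and 100% = twice that signal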
# HIF act: HIF pathway transcriptional activators, primary screen, cell-based, U2OS HRE-luciferase, luminescence | U2OS HRE-luciferase reporter; normalized: DMSO 0%, desferrioxamine 100% | activation, % at 7.5 µM (by protocol) | 0.32% of 300,000 active;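 active means mean activation of at least 10% of the iron chelator positive control signal, with at least half of replicates also reaching 10%; inconclusive means mean and replicate majority disagree about reaching 10%; inactive means mean and most replicates under 10%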
# HSP90 refold inh: HSP90 inhibitors, primary screen, cell lysate, luminescence; Heat shock protein HSP 90 (rabbit reticulocyte lysate; luciferase refolding); Rabbit reticulocyte lysate, luciferase refolding luminescence, 3 h; inhibition, % at 5.6 µM; 0.91% of 290,000 active; AID 1789, 2009;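 active means inhibition above the screen-wide mean plus 3 SD, computed separately per campaign, cut at about 16% in these data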;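 further: 0% = DMSO wells and 100% = 60 µM geldanamycin wells; inhibitors lower the luminescence because luciferase stays unfolded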
# HDAC3 inh: HDAC3 deacetylase inhibitors, primary screen, biochemical, fluorescence, cell-free homogeneous | Histone deacetylase 3 (Homo sapiens), O15379 | recombinant HDAC3, fluorogenic peptide/trypsin coupled | inhibition, % at 8.3 µM | 0.15% of 320,000 active; in the data active means inhibition above about 26%, passing the limit was not always enough; inconclusive means no clear call, values can overlap the other calls
# Target sequence (O15379 whole entry, looked up): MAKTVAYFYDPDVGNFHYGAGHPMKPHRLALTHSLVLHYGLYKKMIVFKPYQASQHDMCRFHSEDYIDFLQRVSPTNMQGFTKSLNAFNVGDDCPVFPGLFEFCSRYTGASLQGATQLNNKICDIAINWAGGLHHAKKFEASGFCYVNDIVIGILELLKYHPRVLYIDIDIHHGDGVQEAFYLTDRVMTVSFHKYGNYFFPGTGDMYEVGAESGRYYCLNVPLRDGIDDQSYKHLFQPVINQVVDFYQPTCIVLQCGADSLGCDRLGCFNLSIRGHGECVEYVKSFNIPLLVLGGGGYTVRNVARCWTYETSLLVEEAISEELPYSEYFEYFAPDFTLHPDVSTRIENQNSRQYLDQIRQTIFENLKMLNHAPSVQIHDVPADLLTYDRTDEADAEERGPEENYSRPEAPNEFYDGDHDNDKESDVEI
# aSyn UTR inh: MLPCN primary screen, SNCA 5' untranslated region | alpha-synuclein 5'UTR reporter, inhibitor activity | 0.82% of 300,000 active | inhibition, % (tested at 7.5 µM); in the data active means inhibition above about 60%; inconclusive means no clear call, values can overlap the other calls;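 further: H4 neuroglioblastoma cells stably carrying SNCA 5'UTR luciferase fusion; 0% = DMSO wells and 100% = positive control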
# Active calls of the source: *; ? = inconclusive; nt = no result given. Compounds were not picked by outcome; 5% or so of the library scored in one or more.
1	Cc1cc(C)nc(/N=C2\NC(=O)CC(C(=O)O)N2c2ccc(Oc3ccccc3)cc2)n1 (centres undefined)
2	CC1=C(C(=O)OC2CCCCC2)C(c2ccccc2Br)NC(=O)N1 (centres undefined)
3	O=C(NCCN1CCOCC1)c1ccc(Cl)c(S(=O)(=O)N2CCOCC2)c1
4	CC(=O)c1ccc(NC(=O)C2CCCN(c3ncnc4c3nc3n4CCCCC3)C2)cc1 (centres undefined)
5	CCOc1cc(C(=O)N2CCCN(C)CC2)cc(OCC)c1OCC
6	Cc1cc(C)cc(NC(=O)c2ccc(CSc3nnc(C)s3)cc2)c1
7	COCc1cc(C)n(CC(=O)N/N=C/c2ccc(-c3ccc(Cl)c(C(=O)O)c3)o2)c(=O)c1C#N
8	CC(C)NS(=O)(=O)c1cccc2nsnc12
9	COC(=O)C1Cc2ccccc2CN1C(=O)CCl (centres undefined)
10	C/C(N)=C(/C#N)C(=O)COC(=O)[C@@H](NC(=O)c1ccccc1Cl)C(C)C
Compound	1	2	3	4	5	6	7	8	9	10
IEC-6 tox	-8	-9	6	10	-2	0	-12	-14	-3	-2
Platelet DG rel	0	-1	-3	9	-3	-8	10	7	1	-5
HSF1 inhib	5	-1	-4	11	-7	38	-2	-8	-5	3
KLF5 inhibitor	5	-7	-12	-37	-22	-51	-47	-19	4	-28
AI-2 QS mod	11	37	10	2	18	1	16	17	15	4
HSF1 activator	-3	0	-15	16	5	69*	9	-19	-9	-5
HIF act	-0.9	0.8	-0.6	0.5	-0.4	1.0	0.3	-0.3	-1.6	0.2
HSP90 refold inh	0	5	1	-2	3	-1	5	-2	5	-4
HDAC3 inh	13	10	-8	-5	1	5	5	1	3	0
aSyn UTR inh	11	-5	1	11	8	-45	12	-15	-35	16

# Some of these compounds in order of their number in HSF1 activator, falling:
no.	Compound	HSF1 activator
5	CCOc1cc(C(=O)N2CCCN(C)CC2)cc(OCC)c1OCC	5
2	CC1=C(C(=O)OC2CCCCC2)C(c2ccccc2Br)NC(=O)N1 (centres undefined)	0
1	Cc1cc(C)nc(/N=C2\NC(=O)CC(C(=O)O)N2c2ccc(Oc3ccccc3)cc2)n1 (centres undefined)	-3

# Next section.
11	O=C(CSc1ncccn1)Nc1ccccc1
12	CC(=O)c1cccc(NC(=O)Nc2ccc3c(c2)OCO3)c1
13	C/C(=N/NC(=O)CNC(=O)CCc1ccccc1)c1ccc(Cl)c(Cl)c1
14	CC1=C(N2CCCCC2)CCC1=O
15	COc1cc(NC(=O)c2ccco2)c(OC)cc1NC(=O)CSc1ncc(-c2ccc(F)cc2)[nH]1
16	COc1ccccc1NC(=O)CSc1nnnn1-c1ccccc1F
17	O=C(OCC(=O)N1CCOCC1)c1cc(F)c(F)cc1Cl
18	COCC(C)NS(=O)(=O)c1ccc(C(=O)NCCCn2ccc3ccccc32)cc1 (centres undefined)
19	Cc1cc(NC(=O)CC(C)C)c(=O)n(Cc2cccc(F)c2)c1
20	CCOCC(=O)Nc1nnc(Cc2ccc(OC)c(OC)c2)s1
Compound	11	12	13	14	15	16	17	18	19	20
IEC-6 tox	4	5	0	nt	3	-2	3	-3	4	3
Platelet DG rel	-4	nt	6	-1	1	-13	-10	-8	1	-1
HSF1 inhib	4	nt	-3	1	8	-2	-5	11	-10	-3
KLF5 inhibitor	-32	-167	-15	nt	-25	-9	-8	7	-6	-21
AI-2 QS mod	11	3	-4	12	31	13	17	30	1	17
HSF1 activator	13	nt	33	3	8	-2	-6	46	-14	8
HIF act	0.9	nt	-0.3	-0.3	-0.4	0.8	0.4	-0.7	-0.4	0.1
HSP90 refold inh	-3	-2	1	nt	-3	-2	-4	-1	11	2
HDAC3 inh	0	-2	-1	2	-4	5	2	0	3	0
aSyn UTR inh	-40	nt	20	2	44	10	3	36	4	6

21	N#CC(C#N)=Cc1cc2ccccc2nc1N1CCCCC1
22	Cn1cnnc1SCC(=O)N(Cc1ccc2c(c1)OCO2)C1(C(=O)NC2CCCCC2)CCCC1
23	Cc1ccc(C(=O)NC(=S)Nc2ccccc2N2CCCC2)cc1[N+](=O)[O-]
24	COc1ccc(NC(=O)c2ccc(-n3nc(C)cc3C)cc2)cc1OC
25	O=[N+]([O-])c1ccc(C[n+]2cccc(O)c2)cc1
26	Cc1ccccc1Cn1cc(C)c(=O)[nH]c1=O
27	Cc1ccc(C(=O)Oc2cc(C)n(C)c(=O)c2)cc1
28	Cn1c2ccc(F)cc2c2ncn(Cc3ccco3)c(=O)c21
29	Nc1nc(NC(=O)c2cccnc2)nn1-c1ccccc1
30	CCC(C)N1CCN(C(=O)c2cc(OC)cc(OC)c2)CC1 (centres undefined)
Compound	21	22	23	24	25	26	27	28	29	30
IEC-6 tox	-5	-4	-5	7	nt	2	2	1	-6	-2
Platelet DG rel	-18	3	-2	5	1	-2	-6	-3	-3	12
HSF1 inhib	6	3	-7	-8	-6	-4	-4	15	1	-8
KLF5 inhibitor	-12	-9	-13	-20	nt	-26	4	-22	-15	-11
AI-2 QS mod	13	44	14	12	10	29	17	28	13	2
HSF1 activator	3	1	41	-4	-15	-4	1	45	27	-4
HIF act	-0.8	-0.2	0.1	0.7	-0.3	0.0	0.7	-0.2	-0.1	-0.8
HSP90 refold inh	4	3	-6	2	nt	-1	-1	-1	-2	-2
HDAC3 inh	-4	-2	6	5	1	1	?	0	1	-15
aSyn UTR inh	-16	12	-8	-51	16	24	4	6	-13	5

# More structures follow:
item	Molecule	IEC-6 tox	Platelet DG rel	HSF1 inhib	KLF5 inhibitor	AI-2 QS mod	HSF1 activator	HIF act	HSP90 refold inh	HDAC3 inh	aSyn UTR inh
31	CCN(CC)S(=O)(=O)c1cccc(N=Nc2sc(N)nc2C)c1	11	2	-1	-22	28	-7	0.6	-2	5	20
32	Cc1ccc(S(=O)(=O)N2CCC(C(=O)Nc3ccccc3N3CCCC3)CC2)cc1	nt	-8	1	nt	-10	1	0.6	nt	0	-1
33	Cc1ccc(-n2c(C)cc(C(=O)COC(=O)C3=NNC(=O)CC3)c2C)cc1	-2	-6	-13	-10	24	-14	-0.3	1	3	11
34	Nc1c(C2=NCCO2)nnn1Cc1ccccc1	-3	5	-1	-16	10	-9	-0.2	-1	-5	4
35	COc1ccc(C2CC(c3ccc4ccccc4c3)=NN2C(=O)CNC2CCCCC2)cc1 (centres undefined)	2	-7	-7	8	15	11	-6.1	3	0	-13
36	CCOC(=O)N1CCC(NC(=O)Cn2cc3c(n2)CCC(C)C3)CC1 (centres undefined)	9	2	-12	19	27	-6	-0.1	6	-1	10
37	O=C(NCC(c1cccnc1)N1CCOCC1)c1cccc(Cl)c1 (centres undefined)	-2	-4	-2	-7	6	-16	-0.6	-2	5	11
38	c1ccc2c(CCNc3ncnc4nc[nH]c34)c[nH]c2c1	2	-8	1	25	-2	10	2.9	-6	-6	-73
39	CN1CCC(N2CCCC(C(=O)O)C2)CC1 (centres undefined)	-5	-8	-2	-3	-9	-18	-0.4	1	0	13
40	CCOC(=O)c1ccccc1NC(=O)c1ccccc1N(C)S(C)(=O)=O	6	1	-1	4	5	2	0.2	0	0	17
41	COc1ccc(/C=N/OCC(=O)NC(c2ccccc2)c2ccccc2)c(OC)c1	0	-1	-9	2	17	6	-0.4	3	2	23
42	COCCCN1C(=O)C(=O)/C(=C(/O)c2ccc(OCC(C)C)cc2)C1c1cccnc1 (centres undefined)	5	2	2	2	29	-15	0.1	-2	1	10

# A different layout for some results above:
# Below each SMILES: IEC-6 tox, Platelet DG rel, HSF1 inhib, KLF5 inhibitor, AI-2 QS mod, HSF1 activator, HIF act, HSP90 refold inh, HDAC3 inh, aSyn UTR inh
[23] Cc1ccc(C(=O)NC(=S)Nc2ccccc2N2CCCC2)cc1[N+](=O)[O-]
 : -5, -2, -7, -13, 14, 41, 0.1, -6, 6, -8
[28] Cn1c2ccc(F)cc2c2ncn(Cc3ccco3)c(=O)c21
 : 1, -3, 15, -22, 28, 45, -0.2, -1, 0, 6
[4] CC(=O)c1ccc(NC(=O)C2CCCN(c3ncnc4c3nc3n4CCCCC3)C2)cc1 (centres undefined)
 : 10, 9, 11, -37, 2, 16, 0.5, -2, -5, 11
[11] O=C(CSc1ncccn1)Nc1ccccc1
 : 4, -4, 4, -32, 11, 13, 0.9, -3, 0, -40
[17] O=C(OCC(=O)N1CCOCC1)c1cc(F)c(F)cc1Cl
 : 3, -10, -5, -8, 17, -6, 0.4, -4, 2, 3
[8] CC(C)NS(=O)(=O)c1cccc2nsnc12
 : -14, 7, -8, -19, 17, -19, -0.3, -2, 1, -15

# Next section.
item	Molecule	IEC-6 tox	Platelet DG rel	HSF1 inhib	KLF5 inhibitor	AI-2 QS mod	HSF1 activator	HIF act	HSP90 refold inh	HDAC3 inh	aSyn UTR inh
43	Cc1ccc(-c2nnc(-c3cccs3)o2)cc1	2	-3	4	-108	18	26	-1.5	7	0	-93
44	CC(=O)N1CCN=C1SCc1cccc(F)c1	3	-3	-5	-20	23	10	1.6	-1	-5	23
45	Cc1noc(C)c1CSc1nnc(-c2ccccc2)n1N	0	-4	1	4	56	1	-0.2	0	13	4
46	Cc1cccc2cc(CN(CCN3CCCC3)C(=O)NC3CCCCC3)c(=O)[nH]c12	-3	20	-10	-4	21	6	0.1	4	-1	-17
47	Cc1ccc2cc(C)c(Sc3nnnn3-c3ccccc3)nc2c1	10	-39	1	8	6	-8	0.3	4	7	-6
48	CC(C)COc1ccc(C(=O)N(Cc2ccco2)C2CCS(=O)(=O)C2)cc1 (centres undefined)	-2	4	-8	-13	-5	-18	-0.1	2	-2	36
49	O=C(N/N=C/c1cccc(O)c1)c1ccc2c(c1)OCCO2	8	-19	9	41	32	32	-0.7	48*	7	15
50	CCC(N1CCOC1=O)S(=O)(=O)c1ccc(C)cc1 (centres undefined)	0	1	0	-3	31	-7	-6.1	3	-1	0
51	O=C(Cc1ccc(F)cc1)N1CCN=C1SCc1ccc([N+](=O)[O-])cc1	-4	11	17	-32	9	16	-0.1	4	0	-12
52	COc1ccc(Br)c(C(=O)N(C)CC(=O)Nc2ccc(N3CCOCC3)cc2)c1	nt	-9	-8	nt	-4	1	0.4	nt	nt	11
53	Cc1ccc(S(=O)(=O)N(C)c2ccc(C(=O)O)cc2)cc1	-11	6	4	-35	11	19	-1.8	1	3	-4
54	CC1CN(S(=O)(=O)c2ccc(F)cc2)C(C)N1C(=O)N1CCOCC1 (centres undefined)	-5	0	-8	25	5	-14	0.6	-5	-6	1
55	COc1ccc(CNCCC(c2ccccc2)C2CCOC(C)(C)C2)cc1 (centres undefined)	11	0	4	-9	31	20	-0.5	2	5	-17
